PP1 inh = blocks human PP1-alpha phosphatase, a PP5 counter-screen | P62136 | 320,000 compounds, 0.9% hits | inhibition, % at 6.7 µM | purified PP1alpha, OMFP fluorescence;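 active = inhibition above the mean inhibition of all tested compounds plus 3 SD, computed separately for each screening campaign, cut at about 15% in these data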
CTSL1 counter = counter-screen for PFM18AAP inhibitors: inhibitors of F. hepatica cathepsin L1; recombinant F. hepatica cathepsin L1, Z-Leu-Arg-MCA fluorescence; inhibition, % at 5.96 µM; 300,000 compounds, 0.49% hits;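 active = inhibition above the mean of all tested compounds plus 3 SD, set per screening campaign, cut at about 17% in these data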;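 note: 0% = plate median of test compound wells and 100% = 1 µM Z-Phe-Ala-diazomethylketone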
proCasp7 act = activates human procaspase-7, counter-screen for procaspase-3 activators. recombinant procaspase-7, Ac-DEVD-pNA absorbance 405 nm; D23A/D198A/D206A triple mutant, cannot self-cleave; scale: DMSO 0, 5 µM enzyme 100. activation, % at 8.5 µM. P55210. 330,000 compounds, 0.093% hits. AID 463210;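 active = percent activation above the screen-wide mean plus 3 SD, cut at about 25% in these data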
Target sequence (P55210 whole entry D23A/D198A/D206A): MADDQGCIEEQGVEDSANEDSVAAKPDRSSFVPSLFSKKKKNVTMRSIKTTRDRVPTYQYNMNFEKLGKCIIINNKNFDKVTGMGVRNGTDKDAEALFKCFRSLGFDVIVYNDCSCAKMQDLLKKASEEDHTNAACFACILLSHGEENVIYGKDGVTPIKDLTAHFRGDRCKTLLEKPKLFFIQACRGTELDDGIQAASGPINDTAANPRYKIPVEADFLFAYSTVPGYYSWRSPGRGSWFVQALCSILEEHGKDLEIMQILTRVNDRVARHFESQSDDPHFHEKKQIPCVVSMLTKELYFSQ
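signal = Epi-absorbance of released pNA at 405 nm, two timepoints | assay system = Uncleavable procaspase-7 mutant enzyme | reagent = Ac-DEVD-pNA substrate, 400 µM as added | times = 1 h enzyme–compound preincubation and 2 h substrate reaction, both 25 °C | benchmarks = low DMSO alone, high DMSO plus 5 µM PC-7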
GRK2 inh = human GRK2 inhibition via aptamer displacement; 330,000 compounds, 0.59% hits; P25098; AID 488847; bead flow cytometry, FAM-aptamer displacement from GRK2; inhibition of aptamer binding, % at 10 µM;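 active = inhibition of aptamer binding above 40%, roughly 3 SD of noise, on plates passing a quality check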;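 note: median bead fluorescence of bound FAM aptamer so fluorescent compounds give negative values; no value below 0 was filed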
Target sequence (P25098 whole entry, looked up): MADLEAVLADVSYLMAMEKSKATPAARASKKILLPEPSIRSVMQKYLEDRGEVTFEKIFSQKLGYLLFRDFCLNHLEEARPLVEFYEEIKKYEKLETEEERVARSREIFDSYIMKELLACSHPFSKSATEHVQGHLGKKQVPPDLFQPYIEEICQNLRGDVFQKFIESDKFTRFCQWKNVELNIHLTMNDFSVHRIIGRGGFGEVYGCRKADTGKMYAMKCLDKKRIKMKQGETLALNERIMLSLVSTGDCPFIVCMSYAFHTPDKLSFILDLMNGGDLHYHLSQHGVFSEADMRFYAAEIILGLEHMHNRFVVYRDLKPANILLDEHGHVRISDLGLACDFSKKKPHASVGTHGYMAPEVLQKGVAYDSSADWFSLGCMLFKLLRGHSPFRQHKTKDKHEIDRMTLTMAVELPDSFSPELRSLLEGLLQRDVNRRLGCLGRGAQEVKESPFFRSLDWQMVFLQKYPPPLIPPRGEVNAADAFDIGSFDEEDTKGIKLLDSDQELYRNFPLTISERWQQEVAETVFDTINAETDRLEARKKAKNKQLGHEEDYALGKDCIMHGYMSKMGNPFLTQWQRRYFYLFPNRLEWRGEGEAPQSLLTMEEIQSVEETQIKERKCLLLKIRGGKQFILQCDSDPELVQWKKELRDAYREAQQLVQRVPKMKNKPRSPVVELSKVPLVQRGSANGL
procasp3 activ = procaspase-3 (human) activation. activation, % at 8.5 µM. 330,000 compounds, 0.11% hits. P42574. recombinant procaspase-3 D3A, Ac-DEVD-pNA absorbance 405 nm;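 active = activation above the mean of all tested compounds plus 3 SD, cut at about 21% in these data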;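 note: 0% = DMSO alone and 100% = DMSO wells spiked with extra 5 µM PC-3 D3A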
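Evaluation: percent activation relative to control range; Material: Procaspase-3 D3A mutant, all three cleavage aspartates alanine; Compound: single dose, 8.5 µM nominal compound, 0.8% DMSO; Replication: one well per compound; Signal: absorbance at 405 nm, 0 and 120 min; Schedule: 1 h preincubation plus 2 h reaction at 25 °C.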
JMJD2C inh = human JMJD2C demethylase inhibition; Q9H3R0; 330,000 compounds, 0.069% hits; GST-JMJD2C(1-420) H3K9me3 demethylation, DELFIA europium; inhibition, % at 2.35 µM;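 active = more than half of a compound's replicate wells show inhibition beyond 50%, single wells judged on their own value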;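 note: signal counts dimethyl H3K9 product captured on neutravidin plate; 0% = median of DMSO wells and 100% = 0.3 times that DMSO median; strong numbers were not always called active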
PP5 primary = PP5 (human) phosphatase inhibition | P53041 | purified PP5c, OMFP substrate fluorescence | inhibition, % at 6.7 µM | 320,000 compounds, 0.18% hits | AID 1987;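 active = inhibition above the campaign's mean inhibition across all tested compounds plus 3 SD, cut at about 9.5% in these data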;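 note: 0% = DMSO only and 100% = 100 µM cantharidin control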
VLA-4 inh = inhibition in a human VLA-4 binding assay; P13612; VLA-4 expressing cells, ligand binding flow cytometry; inhibition, % (about 7 µM as worked out from the volumes in the protocol); 330,000 compounds, 0.2% hits; in the data active = inhibition above about 50%
HCV core dimer = HCV core protein dimerization inhibition. TR-FRET GST/Flag-core106 dimerization, 1536-well. 300,000 compounds, 0.33% hits. AID 1899. inhibition, % at 5 µM;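 active = inhibition above the mean of all tested compounds plus 3 SD, set per screening campaign, cut at about 45% in these data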
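Material: GST/Flag-tagged HCV core106 proteins. Incubation: 4 h, 22.5 °C incubation. Read-out basis: inhibition (%) from 671 over 617 nm ratio. Measured by: TR-FRET, excitation 340 nm, emission 617 and 671 nm.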
The depositor's hits bear a star; . = no result given; & = joins results of further samples.

#	structure	PP1 inh	CTSL1 counter	proCasp7 act	GRK2 inh	procasp3 activ	JMJD2C inh	PP5 primary	VLA-4 inh	HCV core dimer
1	CCn1ncc(S(=O)(=O)NCc2ccccc2Cl)c1C	-3	1	5	4	8	9	-2.1	5	3
2	CCC(CC)C(=O)Nc1cccc(C(=O)Nc2nccs2)c1	1	-4	-2	0	-5	19	3.9	24	1
3	C=CCNC(=O)/C(C#N)=C/c1c(N(Cc2ccccc2)Cc2ccccc2)nc2ccccn2c1=O	6	3	-6	1	-11	0	3.1	18	25
4	COCC(C)n1c(C)cc(C(=O)COC(=O)/C=C/c2cccc(F)c2)c1C (centres undefined)	8	-6	9	0	4	8	0.8	-25	6
5	COC(=O)c1c(NC(=O)c2ccco2)sc2c1CCN(C(C)=O)C2	-5	-2	-5	3	0	-47	3.0	6	5
6	Cc1ccc(S(=O)(=O)NCCC(=O)Nc2cc(F)ccc2C)cc1C	6	-1	-10	0	3	1	0.8	12	3
7	Cc1cc(C(=O)CSc2nnc(-c3ccc(F)cc3)o2)c(C)n1CC1COc2ccccc2O1 (centres undefined)	0	2	14	0	-3	4	2.1	26	22
8	CC(C)(C)C(=O)Nc1cccc(OC(F)(F)C(F)Cl)c1 (centres undefined)	-2	7	7	0	14	1	0.3	9	-1
9	CCOC(=O)C1=C(CS(=O)(=O)c2ccc(C)cc2)NC(=O)NC1c1ccc(O)c(OC)c1 (centres undefined)	-6	-6	-2	0	3	-7	-0.1	-1	-1
10	CCOc1ccc(CN(C)Cc2cc(=O)oc3cc(C)c(Cl)cc23)cc1	-1	0	-8	1	-5	-1	0.0	34	8
11	CCSc1nc2ccccc2n1S(=O)(=O)c1ccccc1	0	3	-5	1	2	.	1.5	-14	-5
12	O=C1c2ccccc2NC2(CCCCC2)N1N=C1CCCCC1	-2	0	-6	4	-1	2	2.3	8	-3
13	Clc1ccc(-c2cc(CN3CCCCC3)no2)cc1Cl	-6	3	3	0	4	-3	-1.1	2	5
14	O=C1CSCN1c1cc(Cl)ccc1Cl	-5	-2	14	0	3	20	2.1	2	4
15	O=C(Nc1ccccc1)OCCCCCOC(=O)Nc1ccccc1	-6	-2	3	0	11	-2	0.3	1	-10

Overlap with the part before: two compounds, then new ones.
#	structure	PP1 inh	CTSL1 counter	proCasp7 act	GRK2 inh	procasp3 activ	JMJD2C inh	PP5 primary	VLA-4 inh	HCV core dimer
14	O=C1CSCN1c1cc(Cl)ccc1Cl	-5	-2	14	0	3	20	2.1	2	4
15	O=C(Nc1ccccc1)OCCCCCOC(=O)Nc1ccccc1	-6	-2	3	0	11	-2	0.3	1	-10
16	CCN(CC)CCNC(=O)c1ccc(NC(=O)c2ccc(F)cc2F)cc1	-1	7	-1	0	12	-4	-0.7	0	-12
17	O=C(O)C1OC(Oc2c(-c3ccc(O)c(O)c3)oc3cc(O)cc(O)c3c2=O)C(O)C(O)C1O (centres undefined)	-2	1	0	18	10	-74	3.1	-8	-23
18	CCOc1ccc(C(=O)c2cc([N+](=O)[O-])ccc2N2CCOCC2)cc1	1	1	-9	0	-11	-17	0.2	51*	-7
19	Cc1nc(N2CCOCC2)c2c(C)c(C(=O)Nc3ccc(C(F)(F)F)cc3)sc2n1	5	3	5	1	-3	7	6.4	-13	14
20	CN(C)/C=N/c1c(C#N)cnn1-c1ccccc1	-2	1	7	2	5	3	-0.2	-5	9
21	O=[N+]([O-])c1cccc(-c2nc(-c3ccccc3)c(-c3cccs3)[nH]2)c1	-7	-2	5	0	-2	14	2.3	16	6
22	O=C(/C=C/c1ccc(Br)cc1)N1CCN(Cc2ccccc2)CC1	3	3	-6	0	-7	-13	1.9	3	-3
23	CCOC(=O)N1CCN(C(=O)CCC(=O)c2ccc(OCC)cc2)CC1	-4	0	1	1	6	-16	-0.4	2	9
24	Cc1[nH]c(=O)[nH]c(=O)c1/C=N/NC(=O)[C@H](C)NC(=O)OC(C)(C)C	0	0	-6	0	-2	30	0.6	-7	-7
25	COc1ccc(NC(=O)CSc2nnc(COc3ccccc3)n2Cc2ccco2)cc1OC	-2	-1	-6	2	8	148&-1	1.4	8	12
26	CCNc1nc(OCCNC(C)=O)nc(N(C)C)n1	-2	0	-2	3	4	12	0.0	5	3
27	Cn1c(=O)n(C)c2cc(S(=O)(=O)Nc3ccccc3)ccc21	-3	6	2	0	2	1	-1.0	7	3
28	O=C(CCl)N(c1ccccc1)c1c[nH]c2ccccc12	0	0	9	1	4	29	0.0	6	4
29	O=C1C(=O)c2ccc(-c3ccccc3)cc2-c2ccccc21	0	109*	5	66*	-13	4	2.8	15	12
30	Cc1cc(C)nc(N2CCCC(C(=O)NC(C)C)C2)n1 (centres undefined)	-2	-5	8	5	6	12	-3.0	9	-2
31	O=C1CC(C(=O)Nc2ccccc2)N=C(N2CCCCC2)N1 (centres undefined)	-1	0	-4	0	-1	6	1.4	11	-3
32	N#C/C(=C\c1ccccc1[N+](=O)[O-])C(=O)NCc1ccccc1	2	-1	8	0	-3	-1	0.6	-2	1
33	COc1ccc(CN2C(=O)c3ccccc3C2C(=O)NC2CCCC2)c(OC)c1 (centres undefined)	-5	-3	-1	0	0	9	2.2	1	1
34	O=C(CCCn1nnc2ccccc2c1=O)N[C@@H](Cc1ccccc1)C(=O)O	-3	-1	5	1	-5	-17	-1.9	2	0
35	Cc1c(C(=O)N(CCO)Cc2ccccc2)oc2c(F)cccc12	5	6	1	1	-5	2	0.2	12	-12
36	Cc1cccc(N2CCN(C(=O)c3c(C)nn(Cc4ccccc4Cl)c3C)CC2)c1C	2	4	7	1	55*	5	2.9	-3	9
37	c1ccc(-c2cc(-c3nnco3)c3ccccc3n2)nc1	2	-3	4	4	8	-5	1.4	14	-2
38	Cn1c(SCC(=O)NCCc2ccccc2)nc2c([nH]c3ccccc32)c1=O	3	4	2	3	2	5	2.0	1	-2
39	COc1cc(OC)cc(C(=O)OCC(=O)NCCCc2ccccc2)c1	1	-3	7	0	1	-7	1.9	10	1
40	CCOC(=O)N1CCN(C(=S)Nc2ccc3nc(N4CCN(CC)CC4)cc(C)c3c2)CC1	-1	-6	-19	0	-3	23	3.0	14	-5
41	COC(=O)c1ccc(NC(=O)C(C)N2C(=O)c3ccccc3C2=O)cc1 (centres undefined)	3	6	6	0	-8	2	6.0	4	-5
42	CC(C)NC(=O)COC(=O)c1ccc(Cl)c(S(N)(=O)=O)c1	9	-4	5	3	-1	2	2.3	-4	0
43	O=C(CN1CCCCCC1)Nc1ccccc1C(=O)Nc1ccccc1	-3	1	4	0	-16	-12	2.0	9	0
44	CCCCCC(=O)NCc1c(C(F)(F)F)nn(C)c1N1CCOCC1	-1	-4	4	2	4	6	-1.1	7	1
45	COc1ccccc1OCc1ccc(C(=O)NN)o1	-3	-4	6	0	5	5	0.2	8	-1
46	Cc1cccc(CC(=O)Nc2cc(C)c3c(=O)oc4ccccc4c3n2)c1	2	6	-4	2	3	-13	-0.3	-37	12
47	CS(=O)(=O)N(Cc1ccc(Cl)cc1)c1ccc(C(=O)NCC2CCCO2)cc1 (centres undefined)	1	-4	4	0	5	-2	1.6	8	-4
48	CCOC(CNC(=O)c1cccn2c(=O)c3cc(Cl)ccc3nc12)OCC	-3	4	6	1	-7	-1	1.8	-3	4
49	CCOc1ccc(CN(C)CC(=O)Nc2cccc3ccccc23)cc1OC	1	0	1	0	1	-4	0.2	-3	2
50	O=[N+]([O-])c1cccc(C2Nc3cccc4cccc(c34)N2)c1	0	-1	-10	6	4	6	0.4	15	13
51	O=C(c1ccc2ccccc2c1)N1CCCCC1	-3	-5	-3	2	7	-1	-1.1	5	-1
52	COc1ccc(/C=C2\SC(=S)N(CCC(=O)Nc3ccc(C(=O)O)cc3)C2=O)cc1OC	-3	-1	-3	2	6	11	1.9	3	-9
53	Cc1cccc(N2CCN(C(=O)COc3ccc4c(c3)CCC4)CC2C)c1 (centres undefined)	0	.	-2	0	-2	.	0.4	9	.
54	Cc1ccc(S(=O)(=O)NNC(=O)CCC(=O)Nc2ccc(C)cc2C)cc1	-3	-1	-12	0	-3	-3	-0.3	47	5
55	Cc1ccc(NC(=O)Nc2nnc(-c3ccncc3)s2)cc1	5	10	-5	0	-6	3	2.8	7	-1
56	CC(C)CN=c1cc(-c2ccccc2)oc2ccc(Cl)cc12	17*	1	-20	6	-7	3	1.8	-6	0
57	CC(NC(=O)Cc1ccccc1)C(=O)O (centres undefined)	-3	.	-1	1	-2	-1	-2.7	9	.
58	O=C1CSC(=Nc2ccc(O)cc2)N1c1ccc(O)cc1	-1	1	-4	0	-6	-5	-0.9	20	-5
59	O=C(Nc1cccc2ncccc12)C(Cl)(Cl)Cl	-4	-2	-3	3	1	3	1.6	-7	-2
60	COc1cccc(C2c3c(oc4ccccc4c3=O)C(=O)N2c2ccccn2)c1 (centres undefined)	2	-3	8	1	3	-7	3.3	-7	4

Laid out differently: entries from further up.
45	COc1ccccc1OCc1ccc(C(=O)NN)o1
- PP1 inh: -3
- CTSL1 counter: -4
- proCasp7 act: 6
- GRK2 inh: 0
- procasp3 activ: 5
- JMJD2C inh: 5
- PP5 primary: 0.2
- VLA-4 inh: 8
- HCV core dimer: -1
46	Cc1cccc(CC(=O)Nc2cc(C)c3c(=O)oc4ccccc4c3n2)c1
- PP1 inh: 2
- CTSL1 counter: 6
- proCasp7 act: -4
- GRK2 inh: 2
- procasp3 activ: 3
- JMJD2C inh: -13
- PP5 primary: -0.3
- VLA-4 inh: -37
- HCV core dimer: 12

(listing goes on)
#	structure	PP1 inh	CTSL1 counter	proCasp7 act	GRK2 inh	procasp3 activ	JMJD2C inh	PP5 primary	VLA-4 inh	HCV core dimer
61	O=C(Cn1ncc2c([nH]c3ccccc32)c1=O)N1CCN(c2ccccc2F)CC1	3	-3	9	0	2	16	0.4	4	-6
62	Cc1cc(C(=O)Nc2ccccc2C)on1	0	-8	-10	0	-2	6	-0.2	2	-6
63	CCOC(=O)Nc1ccc2c(C)cc(=O)oc2c1	-3	-2	-6	0	4	0	1.5	-5	-3
64	COc1ccc(N2C(=O)CC(N3CCN(c4nc5ccccc5s4)CC3)C2=O)cc1 (centres undefined)	0	0	-28	1	-20	4	4.9	4	6
65	CC(C)c1ccc(C(C(=O)NC2CCCCC2)N(C(=O)c2csnn2)C2CC2)cc1 (centres undefined)	3	5	4	0	-2	-4	1.2	-2	6
66	CCOc1cc(N2CCOCC2)c(OCC)cc1NC(=O)COC(=O)COc1ccc(C#N)cc1	-1	-5	-5	3	9	5	-1.6	6	0
67	CCn1c(SC)nnc1-c1c[nH]c2ccccc12	5	-3	-9	3	-7	4	1.7	9	-3
68	OC1(c2ccc(Cl)cc2)CCN(Cc2cn[nH]c2-c2ccc(F)cc2)CC1	1	2	-1	0	0	13	-0.5	7	-4
69	COc1ccc(C(=O)N/C(=C\c2ccc(Cl)cc2)C(=O)NCC2CCCO2)cc1 (centres undefined)	-4	17*	8	2	12	9	1.4	-3	-23
70	O=C(Nc1ccc(S(=O)(=O)N2CCCCC2)cc1)c1ccco1	-2	-6	-5	0	-4	-1	2.1	2	15
71	COC(=O)c1ccc(C)c(NC(=S)NCc2ccc(Cl)cc2)c1	5	0	0	5	-5	9	1.1	4	2
